# Source: PubChem (several laboratories)
# Yeast life ext = yeast lifespan extension; inhibition of the nicotinamide effect, % at 10 µM; S. cerevisiae growth with nicotinamide, OD615; deaD strain in restrictive glucose medium; 130,000 compounds, 0.68% hits;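 active = inhibition above a set limit, placed 3 SD over the median of all compounds, cut at about 26% in these data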;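 note: 0% = nicotinamide-treated wells and 100% = cells grown without nicotinamide; some compounds called inactive have numbers as strong as hits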
#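 assay system = DeaD-strain S. cerevisiae | measured by = absorbance at 615 nm | probe or stimulus = nicotinamide 1.5 mM | buffer or medium = CSMM-D glucose medium, restrictive | times = 48 h at 30 °C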
# Measles CPE = protection of cells from measles virus; 140,000 compounds, 1.5% hits; Measles virus-infected cells, CPE protection, absorbance; AID 841; protection (pct of control), % at 4 µM; in the data active = protection mostly above about 24%, no sharp cut-off; inactive = mostly below about 26%; note: some compounds called inactive have numbers as strong as hits
# E-sel TNF inh = blocks E-selectin expression induced by TNF alpha. HUVEC TNFa-induced E-selectin immunofluorescence, high content. inhibition, % at 2 µM. 120,000 compounds, 0.71% hits. AID 1246;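 active = inhibition above the batch mean plus 3 SD, and confirmed as a hit on visual image review, cut at about 43% in these data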;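 note: 0% = TNF-stimulated DMSO wells and 100% = unstimulated control wells; not every result past the cut was called active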
# MRP-1 activ = activators of MRP-1 | AID 799 | H69AR cells + doxorubicin, viability rescue, CellTiter-Glo | viability increase, % at 10 µM | 140,000 compounds, 0.61% hits;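 active = viability gain under doxorubicin at or above a set limit, the compound median plus 3 SD, cut at about 4.7% in these data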;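 note: MRP-1 overexpressing cells given doxorubicin 25 µM after compound pretreatment; 18-22 h compound pretreatment then 72 h with doxorubicin before readout; 0% = doxorubicin-only wells and 100% = vehicle-treated cells without doxorubicin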
# HCT116 PTEN-null = suppresses growth of cells with PTEN deletion. viability, % at 10 µM. 140,000 compounds, 1.2% hits. HCT116 PTEN-null viability, CellTiter-Glo, 60 h; hits give low values;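 active = viability at or below a set limit, 4 SD under the median of all tested compounds, cut at about 3.7% in these data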;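 note: PTEN knockout HCT116 line with beta catenin targeted HCT116 as companion control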
# GALR2 blocker = GALR2 (human) receptor antagonism. O43603. GALR2-expressing cells, antagonist mode. inhibition, % at 4 µM. 140,000 compounds, 0.39% hits. AID 828; in the data active = inhibition above about 27%;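 note: cells stimulated with galanin 1-16 at roughly its EC80; 0% = agonist challenge control and 100% = basal control without agonist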
# Target sequence (O43603 whole entry, looked up): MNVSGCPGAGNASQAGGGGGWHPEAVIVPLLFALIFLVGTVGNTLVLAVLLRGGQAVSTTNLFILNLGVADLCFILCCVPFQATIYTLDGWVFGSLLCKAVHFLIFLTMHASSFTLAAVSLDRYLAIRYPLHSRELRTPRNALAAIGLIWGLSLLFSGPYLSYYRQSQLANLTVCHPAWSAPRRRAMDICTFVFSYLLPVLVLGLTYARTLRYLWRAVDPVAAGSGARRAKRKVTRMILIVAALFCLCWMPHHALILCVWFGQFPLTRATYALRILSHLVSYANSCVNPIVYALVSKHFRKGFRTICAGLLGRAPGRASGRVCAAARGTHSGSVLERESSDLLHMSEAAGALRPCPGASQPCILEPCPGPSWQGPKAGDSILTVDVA
# NPY Y2 blocker = blocks the human neuropeptide Y Y2 receptor; P49146; NPY-Y2 expressing cells, antagonist mode; inhibition, % at 2.7 µM; 140,000 compounds, 0.99% hits; in the data active = inhibition above about 17%;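 note: 0% = vehicle with agonist challenge and 100% = reference antagonist with challenge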
# Target sequence (P49146 whole entry, looked up): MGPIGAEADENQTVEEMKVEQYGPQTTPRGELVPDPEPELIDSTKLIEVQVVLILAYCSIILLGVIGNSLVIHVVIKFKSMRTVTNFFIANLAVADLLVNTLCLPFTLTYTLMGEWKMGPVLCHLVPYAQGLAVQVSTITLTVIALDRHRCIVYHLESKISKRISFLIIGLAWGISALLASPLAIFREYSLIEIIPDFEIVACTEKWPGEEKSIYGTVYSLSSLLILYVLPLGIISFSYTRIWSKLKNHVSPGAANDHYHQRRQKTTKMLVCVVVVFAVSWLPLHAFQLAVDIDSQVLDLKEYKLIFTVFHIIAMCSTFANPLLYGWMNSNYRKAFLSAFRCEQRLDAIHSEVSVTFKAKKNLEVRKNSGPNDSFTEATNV
# Phagocytosis inh = blocks phagocytosis by macrophages; J774A.1 macrophage IgG-bead phagocytosis, imaging; inhibition, % at 5 µM; 110,000 compounds, 0.07% hits;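 active = inhibition above the mean of the plate negative controls plus 5 SD, cut at about 13% in these data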;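 note: phagocytic index as fraction of beads internalized from green versus red external bead signal; plate controls were DMSO negative control for no effect and cytochalasin-D positive control for full effect; some results beyond the cut were filed as inactive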
# HCT116 bCat-KO = beta-catenin-lacking colon tumor cell growth suppression; HCT116 beta-catenin knockout viability, CellTiter-Glo, 60 h; hits give low values; viability, % at 10 µM; 140,000 compounds, 1.5% hits;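 active = viability at or under a set limit, the compound median less 4 SD, cut at about 6% in these data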;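 note: 0% = Hyamine 1622 control at 20 µM and 100% = untreated cell control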
# BB579 growth dn = reduces growth of yeast BB579 in restrictive medium; S. cerevisiae BB579 growth, OD615, 48 h; inhibition, % at 10 µM; 140,000 compounds, 0.51% hits; AID 804;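 active = inhibition above a set limit, 3 SD over the mean compound inhibition, cut at about 44% in these data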; note: inactives centre near -24
#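 System: DeaD yeast strain BB579; buffer or medium: CSMM-D dextrose restrictive medium; technique: OD at 615 nm; schedule: 4 h cell preincubation, 48 h compound exposure, 30 °C humidified; doses: single 10 µM dose; controls: amphotericin B 10 µg/mL, positive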
# The depositor's hits bear a star; . = no result given.
# The line under a structure holds: Yeast life ext	MRP-1 activ	Phagocytosis inh	E-sel TNF inh	BB579 growth dn	HCT116 bCat-KO	Measles CPE	NPY Y2 blocker	GALR2 blocker	HCT116 PTEN-null
> CCCn1nc2cc(C(=O)NCc3ccc(OC)cc3)ccc2c1OCC
→ -10	-1.6	.	-22	-17	112	20	14	-2	107
> COC(=O)c1ccccc1NC(=O)Nc1cnccn1
→ -3	-1.6	1	-18	-39	109	34	-1	2	95
> Cc1cc(C)c(C(=O)COC(=O)CCNS(=O)(=O)c2c(Cl)cccc2Cl)cc1C
→ 5	-2.0	-5	27	-15	100	11	6	13	106
> COC(=O)c1ccc(COC(=O)c2ccc(CS(=O)(=O)c3ccc(C)cc3)cc2)cc1
→ -10	0.2	-2	-26	-69	89	1	2	-1	86
> COc1ccc(C2Nc3ccccc3C(=O)N2c2ccc(C)cc2)cc1Cn1nnc2ccccc21 (centres undefined)
→ 14	-0.8	1	-6	-50	88	9	2	-3	77
> CCOc1cc(/C=C2\CCCC(C(=O)C(F)(F)F)=C2O)ccc1O
→ -2	-4.5	-6	3	-48	24	8	0	8	20
> CCN1CCN(Cc2cccc(Oc3ccccc3)c2)CC1
→ -9	-0.5	0	.	-12	66	10	5	-18	70
> CCN(CC)S(=O)(=O)c1cccc(C(=O)N2CCCCC2)c1
→ -1	-0.2	-1	-19	-9	95	15	2	-5	83
> Cc1nn(CC(=O)Nc2ccccn2)c(=O)c2ccccc12
→ 2	1.8	-1	6	-11	104	8	1	8	103
> Cc1ccc(OCCn2cc(C(=S)N3CCCC3)c3ccccc32)cc1C
→ -17	-3.2	0	3	-10	45	38	9	-2	39
> C=CCn1c(O)c(N=NC(=S)Nc2ccccc2C)c2cc(S(=O)(=O)N3CCOCC3)ccc21
→ 1	-2.4	0	8	-47	19	5	-2	4	14
> O=c1cc(CO)oc(CN2CCC(Cc3ccccc3)CC2)c1O
→ -6	-0.9	-1	5	-17	83	4	3	16	83
> Cc1ccnc(SCCn2c(N3CCC(C)CC3)nc3c2c(=O)[nH]c(=O)n3C)n1
→ -3	-0.2	0	.	-45	87	2	2	3	100
> CSc1cccc(NC(=O)CN(C)S(=O)(=O)c2ccc(F)cc2)c1
→ -20	-1.5	2	2	-45	85	8	4	6	97
> CCSc1nnc(NC(=O)NC(C)(C(F)(F)F)C(F)(F)F)s1
→ 4	-3.0	-2	10	-38	86	9	1	1	84
> COc1ccc(CN2CCN(C(=O)c3cccs3)CC2)cc1Br
→ -3	-1.8	.	5	-31	87	9	3	-6	79
> CC(CN1CCCC(C(N)=O)C1)c1ccccc1 (centres undefined)
→ -1	-0.3	-4	2	-39	104	14	10	0	98
> COc1cc(NC(=O)CN2C(=O)NC(C)(c3ccccc3)C2=O)c(C)cc1[N+](=O)[O-] (centres undefined)
→ -1	0.4	-4	.	-39	88	13	0	-1	87
> O=C(N/N=C/c1ccccc1)c1[nH]c2ccc(Br)cc2c1-c1ccccc1
→ 0	-0.2	14	.	-2	17	6	9	1	16
> O=C(O)c1cccc(CSc2nnc(Cc3ccccc3)o2)c1
→ -8	-2.9	-4	-5	2	97	10	1	-20	107
> COc1ccc(NC(=O)c2cn(-c3ccccc3)nc2-c2cc3ccccc3o2)cc1
→ -25	-0.8	.	5	-50	72	5	1	0	59
> C=C(C)CSc1nc2ccccc2[nH]1
→ 6	-0.3	-1	-9	-24	87	2	2	3	100
> CC(=O)C1(O)C(C)CC2C3CCC4CC(O)CCC4(C)C3=CCC21C (centres undefined)
→ 11	-0.6	0	.	-66	88	16	-1	4	92
> CS(=O)(=O)N(Cc1ccccc1)c1ccc(C(=O)Nc2ccccc2Sc2ccccc2)cc1
→ -5	0.6	3	-6	-13	97	3	4	-1	99
> Cc1cc(C(=O)OCC(=O)c2ccc3c(c2)NC(=O)CO3)c2ccccc2n1
→ -3	-0.9	1	-11	-24	93	21	1	-3	101
> Cc1c(C(=O)NC(C)C)sc2ncn(CC(=O)N3CCC(C)CC3)c(=O)c12
→ -6	-2.1	.	10	-13	100	4	-2	-7	102
> Cc1ccc(NS(=O)(=O)c2cc(C(=O)O)ccc2Cl)cc1
→ -6	-0.8	0	.	-31	89	13	1	-6	106
> Cc1cccc(N2CCN(c3ccc(NC(=O)/C=C(/C(=O)O)c4ccccc4)cc3)CC2)c1
→ -25	-5.0	.	-35	11	81	20	-1	-7	73
> COc1cccc(/C=N/NC(=O)c2ccc(=O)n(C)c2)c1O
→ -3	2.3	-5	.	-18	12	14	-2	3	10
> CCCc1cc(=O)[nH]c(SCC(=O)OCc2ccccc2)n1
→ -4	-0.1	2	.	-44	103	14	7	-14	94
> CCN(CC)S(=O)(=O)c1cccc(C(=O)Nc2cc3oc4ccccc4c3cc2OC)c1
→ -3	0.4	-3	.	-11	79	24	7	-2	91
> CCOC(=O)c1cn(-c2ccccc2)nc1-c1cccnc1
→ -11	-0.3	.	-33	-34	96	8	1	8	104
> CCSc1nc2c(cnn2-c2ccc(C)c(C)c2)c(=O)[nH]1
→ 5	-3.7	0	-7	-34	92	14	1	-2	96
> OC(COCC1COc2ccccc2O1)CN1CCN(c2ccc(F)cc2)CC1 (centres undefined)
→ 4	-2.1	-1	41	-10	82	15	5	-6	75
> Cc1c(Br)c(C(F)(F)F)nn1CC(=O)N1CCCC1
→ -1	-2.0	0	6	-12	95	10	2	-2	104
> O=C(O)C1C2C=CC(C2)C1C(=O)NC1CCN(Cc2ccccc2)CC1 (centres undefined)
→ -1	-1.6	-3	-73	9	102	10	1	3	91
> O=C(Cn1cc2c(n1)CCCC2)NCCCN1CCCC1
→ -9	-2.2	0	.	11	97	4	0	11	102
> Cc1cc(C)cc(-n2nc(C)cc2N)c1
→ -24	-4.2	0	9	1	78	22	2	-6	85
> CC1=CC(C)(C)Nc2ccc(OC(=O)CCN3C(=O)c4ccccc4C3=O)cc21
→ 3	-5.5	-10	7	3	1.2*	10	2	7	1.5*
> COC(=O)c1cc(-c2c(C)oc3cc(OC)ccc3c2=O)c(C)o1
→ -7	-1.4	-1	-9	-20	93	3	0	2	88
> COc1ccc(C2C(C(=O)NCc3cccnc3)c3cc(OC)c(OC)cc3C(=O)N2C)cc1 (centres undefined)
→ -3	-3.5	0	5	-34	102	11	3	3	113
> CC1CN(CCCOc2ccccc2[N+](=O)[O-])CC(C)O1 (centres undefined)
→ -2	-3.1	.	11	11	89	8	3	0	89
> O=C(CCN1CCCC1)Nc1ccc(Br)cc1
→ .	0.3	.	16	-41	88	15	0	2	98
> CCOC(=O)c1cccc(NC(=O)c2ccco2)c1
→ -18	2.0	3	-5	-1	103	8	2	4	106
> Cc1cc(C)nc(SCc2nnc(SCC(=O)Nc3ccc(C)c(C)c3)o2)n1
→ -8	0.1	0	-16	-48	94	3	1	0	102
> COC(=O)c1sc2nc(CN3CCOCC3)nc(N3CCOCC3)c2c1C
→ -2	-0.9	-2	-29	-57	90	13	1	3	104
> CCOC(=O)CSC1=C(C#N)C(=O)NC(c2ccc(OC)c(OC)c2)S1 (centres undefined)
→ 0	-1.4	-1	-26	-3	98	6	2	17	99
> CCC1CCC2(CC1)NNC(=S)NN2
→ -13	-2.9	-2	13	8	74	9	-1	-6	81
> CC(=O)N1CCN=C1SCc1ccc(F)cc1
→ -6	4.3	0	-12	4	108	20	1	5	88
> COc1ccc(N(CC(=O)NCc2cccs2)S(=O)(=O)c2c(C)n[nH]c2C)cc1
→ -5	-2.5	6	2	1	94	5	-1	1	94
> COc1ccccc1NC1SC(=O)N(c2ccccc2)C1=O (centres undefined)
→ -7	-1.7	-1	-27	-75	99	11	3	1	101
> CCOC(=O)N1CCN(C(=O)COc2ccc(S(=O)(=O)NC3CCCCC3)cc2C)CC1
→ -6	-1.1	0	-28	-20	91	3	2	5	89
> Clc1cccc(-c2nc(NCc3cccnc3)c3ccccc3n2)c1
→ -30	0.1	0	-92	-17	80	7	-1	-8	76
> C=CCOc1c(CNc2ccc(C(=O)O)cc2)cccc1OCC
→ -2	6.7*	.	-24	-23	95	8	-1	2	99
> O=C(NN=C(Cc1ccccc1)Cc1ccccc1)c1ccc(F)cc1
→ 1	-1.9	-1	.	-30	65	4	3	2	60
> CC(=O)Nc1ccc(S(=O)(=O)NC2(C(F)(F)F)C(=O)Nc3c2c(=O)[nH]c(=O)n3Cc2ccccc2)cc1 (centres undefined)
→ 2	0.0	-2	.	4	94	10	-2	8	99
> Cc1ccc(NC(=O)N2CCN(c3ccccn3)CC2)cc1
→ -6	0.6	.	3	-19	91	16	1	-5	87
> Cc1ccc(NC(=O)Cc2ccc([N+](=O)[O-])cc2)c(Br)c1
→ 0	-1.4	-2	32	-17	94	4	3	-1	91
> NNC(=O)c1cccc(COc2ccccc2Br)c1
→ -17	-0.5	1	-4	-29	98	.	1	-7	103
> COc1ccc(N2C(=O)CCC(C(=O)NCc3ccccn3)C2c2ccc(OC)c(OC)c2)cc1 (centres undefined)
→ -5	-0.5	.	9	-31	94	7	0	0	97

# Continuation.
# The line under a structure holds: Yeast life ext	MRP-1 activ	Phagocytosis inh	E-sel TNF inh	BB579 growth dn	HCT116 bCat-KO	Measles CPE	NPY Y2 blocker	GALR2 blocker	HCT116 PTEN-null
> COc1ccc(C(=O)/C=C/Nc2ccccn2)cc1
→ -17	0.5	0	-3	-14	82	15	4	-4	77
> CCOC(=O)C1=NN(C(=O)c2ccc(C)cc2)C(O)(c2ccc(Cl)cc2)C1 (centres undefined)
→ 5	-0.9	.	-7	-39	100	5	4	-1	100
> CC(C)(C)c1nn(-c2ccccc2)c2[nH]c(=O)c(CNc3ccc4c(c3)OCCO4)cc12
→ -8	-1.6	-1	8	-75	79	11	-3	-4	67
> Cc1ccc(-c2noc(-c3ccccc3C(=O)NCC3CCCO3)n2)cc1 (centres undefined)
→ -11	-1.2	-1	-13	-30	88	8	5	-3	86
> COc1ccc(N(CC(=O)NCc2ccccc2)S(=O)(=O)c2c(C)nn(C)c2C)cc1
→ -8	-0.1	-1	.	-6	91	3	2	-2	102
> CC(C)(C)OC(=O)N[C@@H](Cc1ccccc1)c1nnc(S(=O)(=O)Cc2ccccc2)o1
→ 0	-0.7	4	18	-12	47	19	-3	35*	69
> COc1ccccc1NC(=O)CN1CCN(CC(=O)Nc2ccc(Cl)c(C(F)(F)F)c2)CC1
→ -13	-0.8	.	.	-70	37	4	-1	-12	38
> C1CCN=C(Nc2nn[nH]n2)CC1
→ -19	-1.2	0	.	-19	96	14	0	5	102
> Cc1ccc(Cn2cc(S(=O)(=O)c3ccc(Cl)cc3)c(=O)c3cc(F)ccc32)cc1
→ 0	-1.5	1	.	-11	76	4	1	6	72
> O=C(O)CCCNC(=O)OCc1ccccc1
→ -2	-2.0	-2	-9	-34	91	5	4	5	79
> COc1ccc2c(c1)N1CCN=C1N2C
→ -4	-1.0	0	-21	-8	95	28	2	9	90
> Cc1nn2c(-c3ccncc3)nnc2c2ccccc12
→ -13	0.2	-1	4	89*	89	9	-1	-7	95
